High-throughput results deposited in PubChem BioAssay by The Scripps Research Institute Molecular Screening Center.
SRC3 TRFRET art: TR-FRET detection interference compounds, artefact control for PPARgamma SRC-3 recruitment agonists, biochemical, TR-FRET ratio. TR-FRET artefact counter-screen, PPARgamma/SRC-3 format; stronger effect = higher value. TR-FRET ratio at 8 µM. 99,000 tested, 0.39% active; in the data active = TR-FRET ratio above about 2000; note: inactives centre near 1600
SRC1 TRFRET art: TR-FRET detection interference compounds, primary screen, artefact control for PPARgamma SRC-1 recruitment agonists, biochemical, TR-FRET emission ratio. AID 1051, 2008. TR-FRET ratio at 8 µM. TR-FRET detection artefact counter-screen; stronger effect = higher value. 99,000 tested, 0.34% active; in the data active = TR-FRET ratio above about 2300; note: inactives centre near 1800
* hit, by the source's call. No enrichment for hits, and some 0.65% of all compounds hit somewhere here.

Below each compound: SRC3 TRFRET art | SRC1 TRFRET art
COc1c(C)cc(Br)cc1C(=O)Nc1ccc(Cc2ccncc2)cc1
→ 1459 | 1522
O=[N+]([O-])c1ccc(S(=O)(=O)N2CCN=C2SCc2cccnc2)cc1
→ 1513 | 1756
CCCNC(=O)c1nn2cc(Br)cnc2c1Br
→ 1563 | 1612
COc1ccc(-n2c(N3CCN(C)CC3)nc3sc4c(c3c2=O)CCCCC4)cc1
→ 1717 | 1713
O=c1[nH]c2cc3c(cc2cc1CN(CCN1CCOCC1)C(=S)NCC1CCCO1)OCO3 (stereo unspecified)
→ 1569 | 1793
O=C(c1ccccc1)c1ccc(OCC(O)CNC2CCCc3ccccc32)cc1 (stereo unspecified)
→ 1619 | 1781
CCCN1CCN(C(=O)Nc2cccc(C(F)(F)F)c2)CC1
→ 1463 | 1806
O=C(Oc1cccc(NC(=O)c2cccs2)c1)c1cccc(S(=O)(=O)N2CCCC2)c1
→ 1607 | 1412
Cc1ccc(-c2nnn(CC(=O)N(Cc3ccco3)C(C(=O)NC(C)(C)C)c3ccncc3)n2)o1 (stereo unspecified)
→ 1559 | 1876
COc1ccc(-c2nc(NC(=O)c3nc4nccc(C)n4n3)sc2C)cc1
→ 1618 | 1749
Cc1ccc2nc(C)cc(C(=O)N3CCCC(CO)(Cc4ccccc4C)C3)c2c1 (stereo unspecified)
→ 1650 | 2064
CC(=O)c1ccccc1NC(=O)CC1(CC(=O)O)CCCCC1
→ 1644 | 1670
CCOC(=O)Cn1cc(/C=C/[N+](=O)[O-])c2ccccc21
→ 1563 | 1627
CCN(C(=O)COC(=O)c1cccc(NS(=O)(=O)c2ccc(F)c(F)c2)c1)C1CCS(=O)(=O)C1 (stereo unspecified)
→ 1583 | 1871
CCc1nnc(NS(=O)(=O)c2ccc(N/C=C/C(=O)c3ccc(C)cc3)cc2)s1
→ 1589 | 1816
CCCNC(=O)OCC12CC3CC(CC(C3)C1)C2
→ 1699 | 1635
O=C(NCc1ccco1)c1nnc(Cc2ccc(F)cc2)o1
→ 1623 | 2102
O=C(NC1CCCC1)c1ccccc1OCc1ccccc1
→ 1498 | 1420
O=C(O)C1C2C=CC(C2)C1C(=O)N1CCOCC1 (stereo unspecified)
→ 1517 | 1972
Cn1nc(C(=O)Nc2nc3ccccc3[nH]2)c2ccccc2c1=O
→ 1599 | 1871
COCCN1Cc2cccc(C(=O)Nc3ccccc3OC)c2C1=O
→ 1410 | 1789
CCC(=O)N(CCc1ccc(OC)c(OC)c1)Cc1cc2ccc(C)cc2n2nnnc12
→ 1430 | 1557
COc1ccc(NC(=O)CSc2n[nH]c(C(C)C)n2)c([N+](=O)[O-])c1
→ 1406 | 1664
CN(C)S(=O)(=O)c1ccc(C(=O)NC2CCCc3ccccc32)cc1 (stereo unspecified)
→ 1463 | 1384
Cc1ccccc1OCC(=O)N/N=C/c1ccc(N(C)C)cc1
→ 1548 | 1789
COc1cc(CNC2CCCCC2OC)cc(OC)c1 (stereo unspecified)
→ 1492 | 1643
CCOC(=O)CSc1nc(N)nc(C)c1Br
→ 1480 | 1704
COc1ccc(OC)c(NC(=O)C2=C(C)NC(=O)NC2c2cccs2)c1 (stereo unspecified)
→ 1494 | 1647
COCCCNC(=O)COc1ccc(S(=O)(=O)NCc2ccccc2)cc1Cl
→ 1730 | 2271
CC(C)(C)[C@H]1C=C(C(=O)N2CCN(Cc3ccc4c(c3)OCO4)CC2)O[C@@H](OCCCCO)C1
→ 1565 | 1496
Cc1cc(C)c2nc(-c3ccccn3)cc(C(=O)NCCc3ccc(S(N)(=O)=O)cc3)c2c1
→ 1932 | 2091
CCN(CC(=O)Nc1ccc(NC(C)=O)cc1)CC(=O)Nc1ccccc1C(=O)c1ccccc1
→ 1516 | 1689
O=S(=O)(c1cccc2nonc12)N1CCCCCC1
→ 1573 | 1613
OCCNc1nc2nonc2nc1NCCO
→ 1957 | 1761
COc1ccc(C(c2nnnn2CCc2ccccc2)N2CCN(C)CC2)cc1OC (stereo unspecified)
→ 1672 | 1761
CC(C)C(=O)N=C1NC(=O)CS1
→ 1645 | 1827
CN=c1c([N+](=O)[O-])nn(-c2ccc3c(c2)OCCO3)n1O
→ 1556 | 1686
O=C(COC(=O)c1ccc(Cl)nc1)NCc1ccco1
→ 1662 | 2011
O=C1CCc2cc(S(=O)(=O)NCCCC(=O)N3CCN(Cc4ccc5c(c4)OCO5)CC3)ccc2N1
→ 1489 | 1583
CCc1ccc(-n2c(=O)c3ccccc3n(CC(=O)C(C)(C)C)c2=O)cc1
→ 1440 | 1719
O=C(O)c1ccc(NC(=O)c2cn(-c3ccccc3)nc2-c2ccc(Br)cc2)cc1
→ 1698 | 2039
O=c1[nH]nc(Cc2ccccn2)c2ccccc12
→ 1737 | 1606
COc1ccc(CC2SC(=Nc3ccc(F)cc3)NC2=O)cc1 (stereo unspecified)
→ 1534 | 1959
COc1ccc(/C=C/C(=O)OCC(=O)Nc2ccc(Cl)c(S(=O)(=O)N(C)C)c2)cc1OC
→ 1802 | 1822
O=C(/C=C/NCc1ccc(F)cc1)c1ccccc1
→ 1605 | 1678

Of the compounds above, these contain a furan ring, fused or not:
Below each compound: SRC3 TRFRET art | SRC1 TRFRET art
Cc1ccc(-c2nnn(CC(=O)N(Cc3ccco3)C(C(=O)NC(C)(C)C)c3ccncc3)n2)o1 (stereo unspecified)
→ 1559 | 1876
O=C(NCc1ccco1)c1nnc(Cc2ccc(F)cc2)o1
→ 1623 | 2102
O=C(COC(=O)c1ccc(Cl)nc1)NCc1ccco1
→ 1662 | 2011

Compound profiles, from the list above. Screens in order: SRC3 TRFRET art, SRC1 TRFRET art
Listed for COc1ccc(CC2SC(=Nc3ccc(F)cc3)NC2=O)cc1 (stereo unspecified) → 1534, 1959
Listed for CN=c1c([N+](=O)[O-])nn(-c2ccc3c(c2)OCCO3)n1O → 1556, 1686
Listed for OCCNc1nc2nonc2nc1NCCO → 1957, 1761

The listing continues:
Below each compound: SRC3 TRFRET art | SRC1 TRFRET art
CC(NC(=O)COC(=O)CCc1nc2ccccc2c(=O)[nH]1)c1ccccc1 (stereo unspecified)
→ 1453 | 1535
CCc1ccc(C2NC(=S)NC3=C2C(=O)CCC3)cc1 (stereo unspecified)
→ 1550 | 1829
O=C(CSc1nnnn1Cc1ccccc1)NC1CCCCC1
→ 1633 | 1810
O=c1cc(-c2ccccc2)nc(SCc2ccc(F)cc2)[nH]1
→ 1734 | 1759
CCn1c(SCC(=O)N/N=C/c2ccc(C)o2)nnc1-c1ccc(C(C)(C)C)cc1
→ 1560 | 1880
COCCn1nnnc1CN1CCC(O)(c2cccc(C(F)(F)F)c2)CC1
→ 1451 | 1737
O=C(CCN1C(=O)c2ccccc2C1=O)NCc1ccncc1
→ 1451 | 1414
CCCN1C(=O)c2cc(C(=O)Nc3ccc(OC)c(OC)c3)ccc2C1Nc1ccc(OC)c(OC)c1 (stereo unspecified)
→ 1520 | 1706
Cc1sc(NC(=O)Cn2c(=O)oc3ccccc32)nc1-c1ccc(Cl)cc1
→ 1459 | 1673
C/C(=N/NC(=O)CNC(=O)/C=C/c1ccco1)c1ccc(Cl)cc1
→ 1539 | 2040
CSC(=Nc1cccc(C)c1)NC#N
→ 1578 | 1639
CC/C(=N\N=C1\SC(C)C(=O)N1Cc1ccco1)c1ccccc1 (stereo unspecified)
→ 1469 | 1928
Cc1cc(NC(=O)CSc2nnc(-c3ccccc3)n2C)no1
→ 1641 | 1710
COc1ccc(N2CCN(C(CNC(=O)C(=O)NCCc3c[nH]c4ccccc34)c3ccco3)CC2)cc1 (stereo unspecified)
→ 1619 | 1883
COc1ccc(NC(=O)CC2(Cc3ccccc3)CCOC(C)(C)C2)cc1 (stereo unspecified)
→ 1722 | 2075
CCn1cc([N+](=O)[O-])c(C(=O)N2N=C(c3ccc(O)c(OC)c3)CC2c2ccccc2O)n1 (stereo unspecified)
→ 1427 | 1682
CC(C)CC(=O)Nc1sc2c(c1C(=O)O)CCCCC2
→ 1492 | 1695
COc1ccc(C)cc1NC(=O)CNc1ccc(C(C)=O)cc1
→ 1722 | 2032
CCCCn1c(N)c(NCc2ccccc2OC)c(=O)[nH]c1=O
→ 1438 | 1732
COc1ccc(C(=O)c2ncc(C(F)(F)F)cc2Cl)cc1
→ 1509 | 1831
CCOC(=O)C1CCN(C(=O)Nc2ccccc2Cl)CC1
→ 1447 | 1586
O=C(Cn1c2ccccc2c2nc3n(c(=O)c21)CCS3)Nc1ccccc1C(F)(F)F
→ 1665 | 1702
N#CCCn1nc(-c2ccccc2)cc1Nc1ccccc1NC(=O)C(F)(F)F
→ 1626 | 1967
CC(=O)C1=C(O)CC(C)(C)CC1=NCCc1nc2ccccc2[nH]1
→ 1526 | 1879
C#Cc1ccc([C@@H]2C=C(C(=O)O)O[C@H](OCc3ccc(CO)cc3)C2)cc1
→ 1518 | 1875
Cc1cc(C(F)(F)F)nn1CCCNC(=O)c1cnccn1
→ 1598 | 1855
O=C(C[n+]1cccc(NC(=O)c2ccccc2)c1)c1cccc([N+](=O)[O-])c1
→ 1562 | 1673
O=C(CN1C(=O)NC2(CCCCC2)C1=O)NCCC1=CCCCC1
→ 1505 | 2052
CCCCc1c(C(=O)O)cc(OC)cc1C(=O)O
→ 1497 | 1805
N#C/C(C(=O)N1CCOCC1)=c1/s/c(=C\c2ccccn2)c(=O)n1-c1ccccc1
→ 1434 | 1595
Cc1ccc(OCCCC(=O)NC(C)c2ccccc2)c(C)c1 (stereo unspecified)
→ 1565 | 1976
CCc1nc2ccccc2c(C(=O)NCc2ccc(OC)cc2)c1C
→ 1736 | 1865
O=C(Nc1cccc2cccnc12)c1cccc(N2C(=O)CCC2=O)c1
→ 1408 | 1558
C=CCNC(=O)COC(=O)COc1ccc(Cl)cc1
→ 1863 | 2152
Cc1ccccc1NC(=S)N(CCN1CCCCC1)Cc1ccco1
→ 1622 | 2157
CC(C)CN(C(=O)CN1CCN(c2ccccc2O)CC1)c1c(N)n(CC(C)C)c(=O)[nH]c1=O
→ 1686 | 1685
CCOC(=O)N/N=C\c1ccc(OC(=O)c2ccc3c(c2)OCO3)cc1
→ 1486 | 1604
CN1N=C(C(=O)N2CCc3c([nH]c4ccccc34)C2c2ccccc2Cl)CCC1=O (stereo unspecified)
→ 1611 | 1809
Cc1cccc(C)c1NC(=O)Nc1ccc2c(c1)OCO2
→ 1656 | 1880
Cc1noc(NS(=O)(=O)c2ccc(N/C=C\C(=O)c3cccc4ccccc34)cc2)c1C
→ 1704 | 1782
CCc1cccc(NC(=O)NC(=O)Cn2nnc(C(=O)OC)c2C(=O)OC)c1
→ 1672 | 1850
O=C(Nc1nccs1)c1cc(-c2ccncc2)nc2ccccc12
→ 1214 | 1619
CCC(Sc1nc2cc(OC)c(OC)cc2c(=O)n1CCc1ccc(S(N)(=O)=O)cc1)C(=O)NCCOC (stereo unspecified)
→ 1592 | 1615
O=C(CCn1c2c(c3ccccc31)CCCC2)NNC(=O)c1ccccc1Cl
→ 1524 | 1710
CC1=NN(C(=O)Cc2ccccc2)C(O)(c2ccccc2)C1 (stereo unspecified)
→ 1254 | 1600
O=C(NNc1ccccc1Cl)C(O)(c1cccc(C(F)(F)F)c1)c1cccc(C(F)(F)F)c1
→ 1680 | 2008
COc1ccc(NC(=O)C2CC(=O)N(Cc3ccc(C)cc3)C2)cc1S(=O)(=O)N1CCCCC1 (stereo unspecified)
→ 1783 | 1926
CCCCSc1n[nH]c(N)n1
→ 1610 | 1765
Cc1ccc(NC(=O)CSc2nnc(-c3ccncc3)n2C)cc1S(=O)(=O)N1CCOCC1
→ 1623 | 1710
Cc1cc(C)c(N(CC(=O)NC(C)(C)C)C(=O)CNC(=O)c2cccs2)c(C)c1
→ 1648 | 1687
CCOc1ccccc1NC(=O)C(NCC1(N2CCCCC2)CCCCC1)c1ccccc1 (stereo unspecified)
→ 1737 | 1837
Cc1ccc(C(C#N)c2ccc(Cl)nn2)cc1 (stereo unspecified)
→ 1756 | 1804
Cc1cccc(NC(=S)N(Cc2ccc(Cl)cc2)Cc2ccc(C(=O)O)cc2)c1
→ 1593 | 1788
Cc1ccccc1Nc1nc(N)nc(COC(=O)c2ccc(O)cc2)n1
→ 1551 | 1624
COc1ccc2nc(NC(=O)c3ccc(-c4cccc([N+](=O)[O-])c4)o3)sc2c1
→ 1739 | 1945
CC(=O)Oc1cc2c(cc1Cl)C(c1cccs1)CC1(CC(C)(C)NC(=S)N1)O2 (stereo unspecified)
→ 1515 | 1838
COc1ccc(-c2[nH]ncc2CN2CCN(Cc3cccs3)CC2)cc1F
→ 1510 | 1549
Cc1ccc(CN2CCN(/N=C/c3ccc(C(F)(F)F)cc3)CC2)cc1
→ 1504 | 1493
Cc1cccc(-c2nc3ccccc3c(=O)n2NC(=O)c2cccs2)c1
→ 1487 | 1771
O=C(c1ccc(F)cc1)N1CCN(c2cnn(-c3ccccc3)c(=O)c2Cl)CC1
→ 1672 | 1901

(cont.)
Below each compound: SRC3 TRFRET art | SRC1 TRFRET art
COC(=O)c1ccc(NCN2C(=O)C3C4CCC(C4)C3C2=O)cc1 (stereo unspecified)
→ 1516 | 1843
Cc1cc(Nc2cccc(O)c2)c2ccccc2n1
→ 1615 | 1841
COc1ccc(/C=C/C(=O)N(C)C2CCS(=O)(=O)C2)cc1OC (stereo unspecified)
→ 1517 | 1602
CC(C)(C)n1nc2c(c1NC(=O)c1ccccc1)CS(=O)(=O)C2
→ 1650 | 1618
OCCC1CN(Cc2cnc(N3CCCC3)s2)CCN1C1CCCC1 (stereo unspecified)
→ 1457 | 1640
O=C(CNC(=O)C1CCCCC1)Nc1ccc(F)c(Cl)c1
→ 1440 | 1991
FC(F)(F)c1cc(-c2cccs2)nc2ncnn12
→ 1610 | 1933
CC(=O)c1cccc(NC(=O)COC(=O)c2cccs2)c1
→ 1479 | 1708
Cc1ccccc1C(=O)NCC(=O)Nc1ccccc1C(F)(F)F
→ 1451 | 1810
Cc1nn(Cc2ccc(Cl)cc2)c(C)c1NC(=O)c1noc2c1CCCCC2
→ 1596 | 2132
CNC(=O)COC(=O)c1ccc(NS(=O)(=O)c2ccc3c(c2)OCCO3)cc1
→ 1637 | 1685
